GCN5L2 inh – qHTS Assay for Inhibitors of GCN5L2; AID 504327, 2011; GCN5L2 HAT assay, ThioGlo1 CoA-SH fluorescence; hit rate 0.21% among 390,000; Potency, µM (doses to about 58.9 µM), without a hit: at the top dose activity change, negative = inhibition, hits mostly inhibitors; Histone acetyltransferase KAT2A (Homo sapiens), Q92830
Target sequence (Q92830 whole entry, looked up): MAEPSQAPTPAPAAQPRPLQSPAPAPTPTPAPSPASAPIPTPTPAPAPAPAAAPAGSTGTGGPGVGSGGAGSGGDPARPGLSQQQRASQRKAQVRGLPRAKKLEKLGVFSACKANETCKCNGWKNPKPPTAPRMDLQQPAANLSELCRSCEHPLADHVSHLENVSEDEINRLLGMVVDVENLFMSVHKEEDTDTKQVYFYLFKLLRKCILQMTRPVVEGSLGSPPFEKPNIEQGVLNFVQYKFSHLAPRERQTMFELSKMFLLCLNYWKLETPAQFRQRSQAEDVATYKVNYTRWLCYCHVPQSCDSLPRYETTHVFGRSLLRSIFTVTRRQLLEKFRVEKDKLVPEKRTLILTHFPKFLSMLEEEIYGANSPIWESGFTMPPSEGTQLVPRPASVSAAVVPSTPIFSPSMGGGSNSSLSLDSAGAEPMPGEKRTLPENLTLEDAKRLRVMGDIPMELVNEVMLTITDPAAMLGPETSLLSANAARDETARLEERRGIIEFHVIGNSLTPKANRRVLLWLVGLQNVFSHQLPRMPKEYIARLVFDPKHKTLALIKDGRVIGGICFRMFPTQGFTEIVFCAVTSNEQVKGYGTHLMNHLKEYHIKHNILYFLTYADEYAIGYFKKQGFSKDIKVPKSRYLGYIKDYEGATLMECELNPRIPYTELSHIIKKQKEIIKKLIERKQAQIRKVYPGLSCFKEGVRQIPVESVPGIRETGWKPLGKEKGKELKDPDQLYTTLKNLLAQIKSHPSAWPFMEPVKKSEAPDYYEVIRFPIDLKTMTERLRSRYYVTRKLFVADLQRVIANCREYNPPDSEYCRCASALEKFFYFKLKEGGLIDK
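Compounds, pin-transferred from DMSO stocks, meet 20nM GCN5L2 for 15 min before the reaction begins with H3(1-25) peptide (75uM) and acetyl-CoA (70uM). Thiol-reactive ThioGlo1 reports CoA release over 20 min at room temperature.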
N370S GC mod – qHTS Assay for Inhibitors and Activators of N370S glucocerebrosidase as a Potential Chaperone Treatment of Gaucher Disease; hit rate 0.092% among 330,000; AID 2101, 2009; N370S GC spleen homogenate, 4MU-glucoside fluorescence; Potency, µM (highest dose often 59.4 µM), inactives show top-dose activity change, negative = inhibition, usual class: inhibitors;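 further: 0% = full enzyme activity and -100% = no enzyme basal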
FEN1 inhibitor – qHTS Assay for the Inhibitors of Human Flap endonuclease 1 (FEN1). P39748. Recombinant FEN1 flap cleavage, fluorescence, 15 min. hit rate 0.35% among 390,000. Potency, µM (highest dose often 114 µM), for inactives: top-dose activity change, negative = inhibition, most hits filed as inhibitors; further: nearly all actives have a fitted effect of over 65% in size
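Enzyme 10 nM, 15 min RT preincubation with compound; start with substrate 50 nM final; reads at 0 and 15 min; qHTS titration, four-parameter Hill fit.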
The depositor's hits bear a star; u = inconclusive; x = not tested or not shown; & = joins results of further samples; [ ] = remark or other dose. The call rests on the fitted dose curve; in most records, active means well fitted curve in the direction sought with a large enough effect; inconclusive means small, poorly fitted or top-dose-only effect, or another doubt; inactive means no such curve, though single readings can be large; an effect the other way counts as inactive or inconclusive. Unless noted, on the % scale 0 is the no-effect control and ±100 the full control effect; potency means the concentration at half of the fitted maximal effect.

Results follow in this order: GCN5L2 inh | N370S GC mod | FEN1 inhibitor
> COC(C(=O)N/N=C(\C)c1ccc(O)cc1)c1ccccc1 (stereo not drawn)
→ -5% | -2% | -5%
> CCOc1ccc(NS(=O)(=O)c2ccc3[nH]c4c(c3c2)CCCCC4)cc1
→ 0% | x | 0%
> CC1CN(C(=O)c2ccccc2Oc2ccccc2)CC(C)O1 (stereo not drawn)
→ 25% | -11% | 21%
> COCCn1c(=O)c(-c2cccc(C#N)c2)nc2cnc(N3CCN(C)CC3)nc21
→ -20% | 11% | x
> CCOC(=O)C1(Cc2ccccc2C)CCCN(C(=O)c2ccccn2)C1 (stereo not drawn)
→ 17% | 4% | -3%
> Cc1cc(C)nc(N/N=C/c2cc3c(cc2[N+](=O)[O-])OCO3)n1
→ -10% | -13% | -9%
> CC(=O)c1cccc(CN2CCc3ccc(NC(=O)C4CCCO4)cc3C2)c1 (stereo not drawn)
→ 1% | 5% | 3%
> COc1ccc2c(c1)c1c(c(=O)n(Cc3ccccc3)c(=O)n1CC(=O)NCc1ccc(C)cc1)n2C
→ -3% | x | 19%
> C[C@H](CO)N1C[C@H](C)[C@@H](CN(C)C(=O)Nc2ccc3c(c2)OCO3)Oc2ccc(NC(=O)Nc3ccc(C(F)(F)F)cc3)cc2C1=O
→ -14% | x | -1%
> COc1ccc(C2NC(=O)N(C)C3=C2C(=O)N(c2ccccc2)C3)cc1 (stereo not drawn)
→ -3% | x | -2%
> CCc1ccccc1NS(=O)(=O)c1ccc2c(c1)CCN2C(=O)C1CC1
→ -1% | x | -6%
> CC(NC(=O)Cn1nnc(-c2ccncc2)n1)c1ccccc1 (stereo not drawn)
→ -5% | 11% | x
> O=C(CC1C(=O)NCCN1Cc1ccc(-c2ccccc2)cc1)NCCOc1cccnc1 (stereo not drawn)
→ -2% | 1% | 19%
> C=CCOC(=O)C1=C[C@@H](c2ccccc2)[C@H](CCCO)[C@@H](OCC)O1
→ 0% | -6% | 13%
> O=C(N[C@H]1C/C=C\C[C@H](CC(=O)N(CCO)Cc2ccccc2)C(=O)NC[C@H](c2ccccc2)OC1=O)OCC1c2ccccc2-c2ccccc21
→ -1% | x | 3%
> CC(C)(C)Cc1nnc(NC(=O)c2ccc([N+](=O)[O-])cc2)s1
→ -2% | 3% | -4%
> COc1ccc(-c2nnn(CC(=O)NCCc3ccc(OC)c(OC)c3)n2)cc1
→ u | -3% | -3%
> COc1ccc(NC(=O)N2CCCC2C(=O)Nc2ccc(C)cc2C)cc1 (stereo not drawn)
→ -1% | -10% | -13%
> COc1ccc(C2/C=C\CN(C(=O)C3CCCC3)CC(=O)N2Cc2ccc(F)cc2)cc1 (stereo not drawn)
→ 7% | -4%&13% | 1%&9%
> O=C(Cc1ccccc1)Nc1ccccc1C(=O)Nc1ccc(C(=O)O)cc1
→ -3% | -4% | 3%
> S=c1[nH]nc(-c2ccco2)n1/N=C/c1ccc(Br)s1
→ -24% | 11% | -13%
> CCCS(=O)(=O)c1c(Nc2ccccc2C)sc(C(=O)c2ccccc2)c1N
→ -17% | x | -24%
> Cc1ccc(C(=O)COC(=O)c2cc(Cl)nc3ccccc23)cc1C
→ -7% | 8% | 3%
> Cc1ccc(-c2nc3cc(C)ccc3o2)cc1
→ 3% | 1% | -16%
> CN(CC(=O)Nc1ccc(Cl)c(S(=O)(=O)N2CCOCC2)c1)C(=O)c1cccs1
→ -2% | x | -8%
> Cc1c(Cl)c([N+](=O)[O-])nn1CCCC(=O)Nc1sc2c(c1C(N)=O)CCC(C)C2 (stereo not drawn)
→ -5% | -2% | -1%
> COc1ccc(-n2c(=O)[nH]c3cc(C(=O)NCCc4ccc(Cl)cc4)ccc3c2=O)cc1OC
→ 0%&-5% | 5% | 18%&7%
> O=C(Nc1ccn(Cc2ccc(Cl)cc2)n1)c1ccc2c(c1)OCO2
→ x | 8% | -24%
> CCN1CCN(c2ccc(NS(=O)(=O)c3c(C)nc4sccn4c3=O)cc2Cl)CC1
→ -7% | x | 20%
> CCOC(=O)c1ccc(NC(=O)CCS(=O)(=O)c2ccc(C)cc2)cc1
→ 15% | x | -1%

3 entries from above, ordered by SMILES length, smallest number first:
Results follow in this order: GCN5L2 inh | N370S GC mod | FEN1 inhibitor
> CC(NC(=O)Cn1nnc(-c2ccncc2)n1)c1ccccc1 (stereo not drawn)
→ -5% | 11% | x
> Cc1c(Cl)c([N+](=O)[O-])nn1CCCC(=O)Nc1sc2c(c1C(N)=O)CCC(C)C2 (stereo not drawn)
→ -5% | -2% | -1%
> COc1ccc2c(c1)c1c(c(=O)n(Cc3ccccc3)c(=O)n1CC(=O)NCc1ccc(C)cc1)n2C
→ -3% | x | 19%

More records follow:
Results follow in this order: GCN5L2 inh | N370S GC mod | FEN1 inhibitor
> CCOC(=O)CN(C(=O)CNC(=O)c1cccs1)C(C(=O)NC1CCCC1)c1cccnc1 (stereo not drawn)
→ 3% | 1% | 1%
> O=C(NCCSc1ccc(Br)cc1)c1ccccc1
→ -3% | 7% | 2%
> Cc1noc(C)c1-c1ccc2ncnc(N3CCN(C)CC3)c2c1
→ -18% | 5% | x
> Cc1ccc(C2C(C(=O)O)c3ccccc3C(=O)N2C)o1 (stereo not drawn)
→ -4% | 1% | -11%
> CCC(C)NS(=O)(=O)c1ccc(NS(C)(=O)=O)cc1 (stereo not drawn)
→ -2% | -1% | 2%
> Fc1cccc(NCc2cccn2-c2nnc(N3CCOCC3)s2)c1
→ -18% | x | 3%
> COC(=O)/C=C1\S/C(=N/NC(=O)c2ccccc2)NC1=O
→ 2% | -4% | 14%
> CC(=O)c1ccc(OC(C)C(=O)NC2CCCCC2C)cc1 (stereo not drawn)
→ 0% | x | 0%
> CN(NC(=O)CN1C(=O)c2ccccc2C1=O)C1=NS(=O)(=O)c2ccccc21
→ 1% | 4% | -10%
> O=S(=O)(c1ccc2ccccc2c1)N(CC(O)COCc1ccco1)c1ccccc1 (stereo not drawn)
→ x | -15% | -2%
> NC(=O)C1(N2CCCCC2)CCN(C(=S)Nc2ccccc2)CC1
→ 2% | -8% | 7%
> COc1cccc(NC(=O)CN(C)C(=O)CSc2nc(C)cc(C)n2)c1
→ 5% | x | -1%
> CCc1ccc(CNC(=O)CCn2nc(C)c3c(C)n(-c4ccccc4)nc3c2=O)cc1
→ -2%&-3% | -2% | -11%&-16%
> COCCCNC(=O)CSc1nc2nc(C)c(Cc3ccccc3Cl)c(C)n2n1
→ -4% | x | 15%
> COC(=O)c1[nH]c2cccc(Cl)c2c1NC(=O)CN(C)C1CCCCC1
→ -3% | -14% | -3%
> Cc1ccc2scc(N3CCN(c4ccccc4)CC3)c(=O)c2c1
→ -19% | x | -2%
> CC1CCCCN1C(=O)CSc1nnc(-c2c[nH]c3ccccc23)o1 (stereo not drawn)
→ 0% | -1% | -4%
> O=C(NN=C1CCCC1)c1ccccc1[N+](=O)[O-]
→ -8% | -6% | 16%
> C#CCOCCOCCOCCNc1nc(N2CCN(C(=O)CCCCCCCCCCNC(=O)Cn3cc(C[C@@H](C)O)nn3)CC2)nc(N2CCN(C(=O)CCCCCCCCCCNC(=O)[C@H](CCCCN)n3cc(C[C@@H](C)CC)nn3)CC2)n1
→ -13% | 22µM* | 50µM*
> CCCc1c(C)[nH]c2nc3ccccc3n2c1=O
→ 29% | 2% | 5%
> COc1ccc(C(=O)N2CCCN(C)CC2)c(OC)c1
→ 12% | -9% | 4%
> COc1ccccc1C1c2[nH]c3ccccc3c2C[C@H]2C(=O)N(C3CCN(Cc4ccccc4)CC3)CC(=O)N12 (stereo partly drawn)
→ u | -14% | 5%
> CCCCOC(=O)c1ccc(NC(=O)COC(=O)CSc2nc(C)cc(C)n2)cc1
→ -5% | -5% | -16%
> Cc1cccc(NC(=O)/C(C#N)=C\c2ccc(C(=O)O)cc2)c1
→ -13% | -2% | 5%
> Cc1oc(-c2ccccc2Cl)nc1CN1CCCCC1c1cccnc1 (stereo not drawn)
→ 18% | 4% | -3%
> COc1cccc(CNC(=O)c2nn(C)c3c2CS(=O)(=O)c2ccccc2-3)c1
→ -5% | x | -1%
> CC(=O)N1CCC(N(Cc2ccco2)C(=O)Nc2cccc(C)c2)CC1
→ -1% | x | -6%
> COc1ccc(Nc2ccc(S(=O)(=O)N3CCCCC3)cc2[N+](=O)[O-])cc1Cl
→ 30%[activator] | 1% | -2%
> O=C(c1ccco1)N1CCN(C(c2ccc(F)cc2)c2nnnn2Cc2cccs2)CC1 (stereo not drawn)
→ -7% | -6% | -10%
> CCCCn1c(=O)c(CC(C)=O)nc2ccccc21
→ -2% | 12% | 12%

A portion from further up:
Results follow in this order: GCN5L2 inh | N370S GC mod | FEN1 inhibitor
> CCOC(=O)CN(C(=O)CNC(=O)c1cccs1)C(C(=O)NC1CCCC1)c1cccnc1 (stereo not drawn)
→ 3% | 1% | 1%
> O=C(NCCSc1ccc(Br)cc1)c1ccccc1
→ -3% | 7% | 2%
> Cc1noc(C)c1-c1ccc2ncnc(N3CCN(C)CC3)c2c1
→ -18% | 5% | x
> Cc1ccc(C2C(C(=O)O)c3ccccc3C(=O)N2C)o1 (stereo not drawn)
→ -4% | 1% | -11%
> CCC(C)NS(=O)(=O)c1ccc(NS(C)(=O)=O)cc1 (stereo not drawn)
→ -2% | -1% | 2%
> Fc1cccc(NCc2cccn2-c2nnc(N3CCOCC3)s2)c1
→ -18% | x | 3%
> COC(=O)/C=C1\S/C(=N/NC(=O)c2ccccc2)NC1=O
→ 2% | -4% | 14%

Entries above that have bromine (2):
Results follow in this order: GCN5L2 inh | N370S GC mod | FEN1 inhibitor
> S=c1[nH]nc(-c2ccco2)n1/N=C/c1ccc(Br)s1
→ -24% | 11% | -13%
> O=C(NCCSc1ccc(Br)cc1)c1ccccc1
→ -3% | 7% | 2%

Continuation.
Results follow in this order: GCN5L2 inh | N370S GC mod | FEN1 inhibitor
> CC1(C)NC(=O)N(CC(O)Cn2nnc3ccccc32)C1=O (stereo not drawn)
→ -5% | -1% | -2%
> CCOc1cc(/C=C(\C#N)C(=O)NCc2cccnc2)ccc1O
→ -4% | -14% | 15%
> Cc1ccc(SCCNC(=O)c2ccc(C)c([N+](=O)[O-])c2)cc1
→ -9% | 25% | 7%
> CN(CCOc1ccccc1)CCOc1ccccc1
→ 0% | -15% | -9%
> Cc1cc(NC(=O)CSc2nnc(CNC(=O)c3cccc(C(F)(F)F)c3)o2)no1
→ -4% | -2% | 1%
> CCn1ccc(C(=O)NC2CCCC2)n1
→ -6% | 2% | -6%
> Cc1nc(N2CCCCC2)sc1C(=O)c1ccc(SCCO)c([N+](=O)[O-])c1
→ -19% | -22% | -19%
> Cc1ccc(S(=O)(=O)N/N=C/c2c(C)nn(-c3ccccc3)c2C)cc1
→ 2% | x | -9%
> CC(=O)Nc1ccc(NC(=O)C2CCC(CNS(=O)(=O)c3cccc4nsnc34)CC2)cc1 (stereo not drawn)
→ -9% | -4% | -12%
> CC(C)c1ccc(NC(=O)C2CCCN(S(=O)(=O)c3cnc[nH]3)C2)cc1 (stereo not drawn)
→ 1% | 2% | 3%
> O=C(Cc1ccccc1)Nc1sc2c(c1C(=O)Nc1ccccc1Cl)CCCCC2
→ 3% | x | 2%
> CCOC(=O)Cn1cc(C=O)c2ccccc21
→ -1% | 4% | -1%
> CC(C)(C)N(Cc1ccccc1)C(=O)c1ccncc1
→ -13% | -3% | -18%
> O/N=C/c1ccc(OCc2ccccc2)c(Cl)c1
→ -8% | 28% | -3%
> Cc1ccc(S(=O)(=O)N(CC(=O)N(C(C)C)C(C)C)C(=O)N2CCN(C)CC2)cc1
→ 1% | 0% | -5%
> Cc1oc(/N=C/c2ccc3c(c2)OCO3)c(C#N)c1C
→ -2% | 2% | -3%
> CC(=O)N1CCN(CC(=O)Nc2cc([N+](=O)[O-])ccc2Cl)CC1
→ -6% | -9% | 3%
> COc1ccc(NC(=O)c2sc3nc4c(cc3c2N)CN(Cc2ccccc2)CC4)cc1OC
→ -4% | x | -7%
> CCN(CC)c1ccc(C(=O)OCC(=O)Nc2ncccn2)cc1
→ -5% | x | -3%
> Cc1ccc(OCCNC(=O)c2ccc(C)o2)cc1
→ 0% | x | -6%

An excerpt from above in order of their number in N370S GC mod, low to high.
| structure | GCN5L2 inh | N370S GC mod | FEN1 inhibitor |
| --- | --- | --- | --- |
| Cc1nc(N2CCCCC2)sc1C(=O)c1ccc(SCCO)c([N+](=O)[O-])c1 | -19% | -22% | -19% |
| Cc1cc(NC(=O)CSc2nnc(CNC(=O)c3cccc(C(F)(F)F)c3)o2)no1 | -4% | -2% | 1% |
| Cc1ccc(S(=O)(=O)N(CC(=O)N(C(C)C)C(C)C)C(=O)N2CCN(C)CC2)cc1 | 1% | 0% | -5% |

Screening results (PubChem BioAssay)
